# IMPase Li cell: membrane-permeable IMPase blocker, potentiated with lithium. CHO-M1 cells, IP1 TR-FRET (IP-One), carbachol + lithium. Potency, µM (doses to about 59.4 µM), without a hit: top-dose activity, negative = IMPase inhibition, hits mostly inhibitors. actives 0.35% (n = 210,000). AID 1457;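 also: IP1 builds up when IMPase is blocked and the TR-FRET signal falls; potency is read from the fitted curve at half-maximal effect; plate controls were basal vehicle for no effect and high inhibitor control for full effect; nearly all actives have a fitted effect of over 50% in size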
#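 CHO cells stably expressing M1 receptor (2000/well) were cultured 16–30 h, then exposed to compounds with a small lithium addition for 30 min at 37C. IP1 was measured by TR-FRET competition; AC50 from Hill fits.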
# NPSR antagonist: blocks cAMP signaling of the human neuropeptide S receptor; CHO-NPSR cells, cAMP TR-FRET, antagonist mode; actives 1% (n = 220,000); Q6W5P4; AID 1461; Potency, µM (top dose mostly 38.3 µM), without a hit: at the top dose activity change, negative = inhibition, most hits filed as inhibitors; also: potency is read from the fitted curve at half-maximal effect; % is scaled to controls: 0 for no effect and ±100 for the full control effect; nearly all actives have a fitted effect of over 50% in size; many of its hits are not listed in these tables
# Target sequence (Q6W5P4 whole entry, looked up): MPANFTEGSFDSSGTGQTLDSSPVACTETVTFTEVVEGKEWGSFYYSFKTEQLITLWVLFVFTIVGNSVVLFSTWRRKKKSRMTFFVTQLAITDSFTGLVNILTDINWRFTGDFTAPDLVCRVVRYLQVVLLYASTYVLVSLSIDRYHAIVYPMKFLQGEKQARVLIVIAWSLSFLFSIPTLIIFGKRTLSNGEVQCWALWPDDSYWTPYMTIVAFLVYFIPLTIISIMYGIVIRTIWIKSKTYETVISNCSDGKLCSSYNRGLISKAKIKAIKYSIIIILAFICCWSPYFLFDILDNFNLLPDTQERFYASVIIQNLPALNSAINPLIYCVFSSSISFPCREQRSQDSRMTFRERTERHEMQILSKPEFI
# Epigenetic derep: derepresses silenced GFP reporter in murine cells | murine LDR cells, GFP reporter derepression, 30 h | Potency, µM (doses to about 53.9 µM), for the others: at the top dose GFP activation, hits mostly activators | AID 1865 | actives 0.2% (n = 280,000); also: potency is read from the fitted curve at half-maximal effect; % of control where 0% means no effect; nearly all actives have a fitted effect of over 60% in size
#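 GFP-positive cell count by laser-scanning cytometry (objects 20–120 um) after 30 h, 37 C compound exposure of murine LDR cells; reporter is CMV-GFP integrated at a silenced locus, inducible by HDAC or DNMT inhibitors.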
# HttQ103 aggreg: reduces HttQ103-GFP aggregates in PC12 cells. Potency, µM (top dose mostly 46.1 µM), without a hit: top-dose activity change, negative = inhibition, hits mostly inhibitors. actives 1.1% (n = 220,000). PC12 HttQ103-GFP aggregates, Acumen cytometry, 40 h; also: potency is read from the fitted curve at half-maximal effect; % is scaled to controls: 0 for no effect and ±100 for the full control effect; nearly all actives have a fitted effect of over 60% in size
#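 PC12 cells stably carrying ecdysone-inducible HTT exon 1 Q103–GFP were induced with tebufenozide (100 nM final) and treated with library compounds in titration. GFP aggregates in lysates were counted by laser scanning cytometry.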
# KinaseGlo FLuc: counter-screen: inhibitors of Kinase-Glo firefly luciferase. Q27757. Kinase-Glo luciferase, ATP luminescence, 8 min. Potency, µM (top dose mostly 38.3 µM), for inactives: top-dose activity change, negative = inhibition, usual class: inhibitors. actives 0.28% (n = 200,000). AID 1379; also: potency is read from the fitted curve at half-maximal effect; % is scaled to controls: 0 for no effect and ±100 for the full control effect; nearly all actives have a fitted effect of over 60% in size
#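 Compounds were added to a substrate mix at pH 7.2 (50 mM imidazole, 10 uM ATP, within the enzyme's linear range), followed by Kinase-Glo detection reagent; luminescence was measured after 8 minutes at ambient temperature.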
# CBFb-RUNX1 inh: CBF-beta/RUNX1 interaction disruption. AlphaScreen CBFb-His/RUNX1-biotin binding, biochemical. Potency, µM (top dose mostly 59.8 µM), inactives show at the highest dose activity, negative = inhibition, actives largely listed as inhibitors. 230,000 tested, under 10 active. Q01196+Q13951. AID 1477; also: % of control where 0% means no effect
# Target sequence (Q01196 whole entry, looked up): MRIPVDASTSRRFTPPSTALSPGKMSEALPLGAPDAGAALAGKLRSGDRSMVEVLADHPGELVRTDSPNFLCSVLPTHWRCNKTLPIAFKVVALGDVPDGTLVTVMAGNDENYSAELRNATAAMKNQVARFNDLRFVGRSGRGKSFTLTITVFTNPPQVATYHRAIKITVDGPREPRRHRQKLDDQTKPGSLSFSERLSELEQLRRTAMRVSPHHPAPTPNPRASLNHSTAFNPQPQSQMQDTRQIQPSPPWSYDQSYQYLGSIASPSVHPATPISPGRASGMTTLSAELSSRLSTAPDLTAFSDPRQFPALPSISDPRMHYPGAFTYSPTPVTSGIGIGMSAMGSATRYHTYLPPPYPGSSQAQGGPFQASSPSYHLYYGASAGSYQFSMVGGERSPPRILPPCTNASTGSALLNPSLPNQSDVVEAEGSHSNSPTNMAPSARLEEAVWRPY
# Target sequence (Q13951 whole entry, looked up): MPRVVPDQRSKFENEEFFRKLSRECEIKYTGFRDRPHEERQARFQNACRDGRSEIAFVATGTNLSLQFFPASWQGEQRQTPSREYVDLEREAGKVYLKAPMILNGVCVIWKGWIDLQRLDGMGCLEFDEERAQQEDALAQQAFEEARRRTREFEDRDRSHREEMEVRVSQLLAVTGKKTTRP
#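 CBF-beta (His) and RUNX1 (biotin), 30 nM each; 20 min preassociation; + compound, 15 min; + beads 50 ng each (Ni, streptavidin), 90 min; RT; AlphaScreen read.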
# L3MBTL1 block: blocks human L3MBTL1; Q9Y468; actives 0.66% (n = 230,000); AlphaScreen L3MBTL1–H3K9me1 peptide binding; Potency, µM (highest dose often 57.1 µM), for inactives: top-dose activity, negative = inhibition, actives largely listed as inhibitors; also: potency is read from the fitted curve at half-maximal effect; % is scaled to controls: 0 for no effect and ±100 for the full control effect; nearly all actives have a fitted effect of over 60% in size
#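 AlphaScreen proximity signal between nickel-chelate acceptor and streptavidin donor beads (final 10 ug/mL) reports binding of 50 nM L3MBTL1 to 75 nM biotin-H3 K9me1 peptide; complex incubated with compounds 30 min at room temperature; cefsulodin titration as control.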
# The depositor's hits bear a star; ? = inconclusive; . = not tested or not shown; & = joins results of further samples; [ ] = dose if it differs, or a comment. Calls follow the shape of the dose curve; as a rule, active = well fitted curve in the direction sought with a large enough effect; inconclusive = small, poorly fitted or top-dose-only effect, or another doubt; inactive = no such curve, though single readings can be large; an effect the other way counts as inactive or inconclusive.
SMILES,IMPase Li cell,NPSR antagonist,Epigenetic derep,HttQ103 aggreg,KinaseGlo FLuc,CBFb-RUNX1 inh,L3MBTL1 block
O=C(CNC(=S)NC(=O)c1ccco1)c1ccccc1,-6%[38.3 µM],-4%[46.1 µM],-1.4%,6%,-7%,2%,9%
CC(C)(C)OC(=O)N1CCCC1C(=O)N1CCCC1C(=O)N1CCCC1C(=O)O (stereo unspecified),19%[38.3 µM],-6%[46.1 µM],3.2%,13%,-1%,8%,3%
CC(C)NCC(O)COc1cccc2ccccc12 (stereo unspecified),-14%&8%&-28%&-1%&-19%,16%[46.1 µM],-0.1%&-0.9%&0.0%&-1.3%&1.1%,-3%[9.22 µM],-2%,3%,.
O=C(Cc1c(C(=O)O)[nH]c2ccccc12)Nc1ccc2c(c1)OCO2,-2%[38.3 µM],-2%[46.1 µM],-1.7%,?,7%,5%,-6%
NCC(c1ccccc1)(c1ccccc1)c1ccccc1,2%,2%,-1.3%,-9%,-1%,10%,7%
CCn1c(CCCc2ccc(OC)c(C)c2)n[nH]c1=S,12%,8%,0.4%,?,-2%,-3%,-6%
COc1ccc(OC)c(C(=O)c2ccc(C(=O)Nc3ccccc3)cc2)c1,.,-2%[46.1 µM],-0.9%,3%,.,-1%,10%
COCC1CCCCN1Cc1cn(-c2ccccc2)nc1-c1ccc2c(c1)OCO2 (stereo unspecified),21%,3%,-1.1%,13%[9.22 µM],-1%,1%,-10%
C/C(=C(\C#N)C(=O)NCCN1CCOCC1)N(C)C,1%[38.3 µM],1%[46.1 µM],-1.0%,5%,-3%,7%,.
O=C(CCN1C(=O)C2C3C=CC(C3)C2C1=O)NCCN1CCCc2ccccc21 (stereo unspecified),-15%[38.3 µM],-14%[46.1 µM],-0.3%,26%,-2%,0%,-3%
CCC(NC(=O)NNC(=O)c1ccncc1)(C(F)(F)F)C(F)(F)F,.,13%,1.0%,4%[9.22 µM],.,2%,7%
C=C1CC[C@H](O)C/C1=C/C=C1\CCC[C@]2(C)C([C@H](C)CC[C@@H](O)C(C)(C)O)CC[C@@H]12 (stereo partly specified),-8%,.,1.1%,.,.,5%,.
CCC(=O)N1CCc2cc(S(=O)(=O)NC(C(=O)N3CCc4ccccc4C3)C(C)C)ccc21 (stereo unspecified),6%[38.3 µM],-2%[46.1 µM],0.0%,1%,2%,2%,1%
NC(=O)c1cc2c(s1)-c1cc(Cl)ccc1SC2,.,-5%,0.1%,-15%[9.22 µM],.,17%,.
O=C(NCc1ccccn1)C1CCN(S(=O)(=O)N2CCC3(CC2)OCCO3)CC1,-4%,14%,-7.9%,-9%,-3%,-12%,-12%
CCN1C(=O)S/C(=C/c2ccc(Oc3ccc([N+](=O)[O-])cn3)c(OC)c2)C1=O,15%,-20%,0.0%,-4%,-2%,-1%,?
Cc1ccc(C)c(NC2=NC3(CCCCC3)N=C(N)N2)c1,15%,8%,0.0%,16%,1%,-3%,-2%
Cc1c(Cl)cccc1Nc1nc(N)nc(CN2CCCCCC2)n1,37%[38.3 µM],-5%[46.1 µM],1.0%,11%,-5%,-24%,.
CCN1CCN(c2ncnc3c2c(-c2ccccc2)cn3-c2ccc(F)cc2)CC1,-3%,-55%,7.8%,14%,0%,3%,.
CC(C)(C)n1nnnc1C(c1ccc(Cl)cc1)N(Cc1cccnc1)Cc1ccco1 (stereo unspecified),21%,-60%,-0.1%,?,3%,-12%,9%
Cc1cc(C(=O)OCC(=O)NC(C)(C)C)c2ccccc2n1,-11%[38.3 µM],-6%[46.1 µM],-12%,-3%,5%,10%,7%
COc1cc(/C=C/C(=O)OCC(=O)NC(=O)NC(C)(C)C)cc(OC)c1OC,6%,-2%,-1.7%,8%,3%,5%,-2%
CCOC(=O)c1ccc2c(c1)n(CC)c(/C=C/N(C)c1ccccc1)[n+]2CC,22%,-26%,0.0%,-14%,1%,-6%,7%
COc1ccc(N2CCN(C(=O)c3ccc(NS(=O)(=O)c4cccs4)cc3)CC2)cc1,17%,-21%,-5.1%,-9%,-3%,-12%,.
CCC(C)NCCCCOc1ccc(Cl)cc1C (stereo unspecified),2%,1%,0.7%,?,3%,-2%,14%

# Next part (3 carried over from the part before).
SMILES,IMPase Li cell,NPSR antagonist,Epigenetic derep,HttQ103 aggreg,KinaseGlo FLuc,CBFb-RUNX1 inh,L3MBTL1 block
CCOC(=O)c1ccc2c(c1)n(CC)c(/C=C/N(C)c1ccccc1)[n+]2CC,22%,-26%,0.0%,-14%,1%,-6%,7%
COc1ccc(N2CCN(C(=O)c3ccc(NS(=O)(=O)c4cccs4)cc3)CC2)cc1,17%,-21%,-5.1%,-9%,-3%,-12%,.
CCC(C)NCCCCOc1ccc(Cl)cc1C (stereo unspecified),2%,1%,0.7%,?,3%,-2%,14%
Cc1c(S(=O)(=O)NCCc2ccccc2)c(=O)n(C)c(=O)n1C,.,6%,-1.1%,-26%[9.22 µM],.,3%,.
Cc1[nH]n(-c2ccccc2)c(=S)c1C=Nc1cccc([N+](=O)[O-])c1,3%[38.3 µM],-8%[46.1 µM],-0.4%,19%,-1%,-2%,1%
CC1CCC(C(C)[C@H]2CCC3C4CC(=O)C5C[C@@H](O)CC[C@]5(C)C4CC[C@@]32C)=NC1 (stereo partly specified),37%[activator],.,-1.1%,.,0%,5%,.
Cc1cc(N2C(=O)C3C4c5ccccc5C(c5ccccc54)C3C2=O)no1 (stereo unspecified),-3%[38.3 µM],-20%[46.1 µM],5.7%,-10%,13%,2%,0%
CCOc1cccc(OCCCNCCCOC)c1,-1%[38.3 µM],-6%[46.1 µM],0.0%,-1%,2%,-5%,2%
COc1ccc(-c2nc3n(c2C)CCC3)cc1,.,-17%,1.6%,28%[9.22 µM],.,-1%,-5%
Cc1ccc(CN2CCc3c(OCC(=O)Nc4cc(C)ccc4C)cccc3C2=O)cc1,25%,-37%,4.5%,-2%,0%,6%,-9%
O=C(c1ccc(Cl)nc1)N1CCc2ccccc2C1,13%[38.3 µM],-1%[46.1 µM],1.2%,-14%,-3%,-2%,.
O=C(OCC1OC(OC(=O)c2cc(O)c(O)c(OC(=O)c3cc(O)c(O)c(O)c3)c2)[C@@H](OC(=O)c2cc(O)c(O)c(OC(=O)c3cc(O)c(O)c(O)c3)c2)C(OC(=O)c2cc(O)c(O)c(OC(=O)c3cc(O)c(O)c(O)c3)c2)C1OC(=O)c1cc(O)c(O)c(OC(=O)c2cc(O)c(O)c(O)c2)c1)c1cc(O)c(O)c(OC(=O)c2cc(O)c(O)c(O)c2)c1 (stereo partly specified),?,.,1.3%,11%,9%,.,.
COc1ccc(NC(=O)CNS(=O)(=O)c2cccs2)cc1,1%,-1%[46.1 µM],0.0%,13%,-1%,11%,0%
FC(F)(F)c1nc(-c2ccncc2)ncc1-c1nnnn1-c1ccccc1,-6%[38.3 µM],-19%[46.1 µM],3.8%,-1%,-4%,3%,5%
COC(=O)C1=C(C)NC(C)=C(C(=O)OC)C1C(=O)OCC(=O)Nc1ccc(C(C)=O)cc1,4%,-9%,-0.1%,19%,2%,5%,0%[11.4 µM]
CCn1cc(C(=O)N2CCc3ccccc32)c(=O)c2cc(S(=O)(=O)N(C)C3CCCCC3)ccc21,2%,-15%,0.1%,-12%,-3%,2%,0%
CN(C)S(=O)(=O)CC12CCC(CC1=O)C2(C)C (stereo unspecified),1%[38.3 µM],-2%[46.1 µM],1.2%,-7%,4%,12%,.
Cc1ccccc1CN(c1ccc(C(=O)N2CCc3ccccc3C2)cc1)S(C)(=O)=O,18%[38.3 µM],?,-1.7%,-1%,4%,1%,-10%
O=C(CN1C(=O)NC2(CCCCCC2)C1=O)Nc1ccc2c(c1)CCC2,7%,3%,-1.6%,5%,1%,-6%,1%
Cc1ccc(C)n1-c1ccc(-c2ccn[nH]2)cc1,20%,-9%,-1.4%,-4%,2%,-27%,-5%
O=C(NCCCN1CCOCC1)c1cc2ccccc2oc1=O,1%[38.3 µM],4%[46.1 µM],-2.2%,3%,-1%,-2%,-5%
O=C(OCC(=O)N1CCOCC1)c1ccc(Cl)nc1,-5%[38.3 µM],8%[46.1 µM],0.0%,20%,-4%,2%,11%
C#CCn1c(=NC(=O)c2ccco2)sc2cccc(Cl)c21,.,?,1.0%,-19%[9.22 µM],.,2%,6%
CN(C)CCCNC(=O)COc1ccc(Br)cc1Cl,2%,13%,0.0%,-1%,-1%,6%,4%
O=C(NNS(=O)(=O)c1ccccc1)C(O)(c1ccccc1)c1ccccc1,-3%,7%,2.0%,?,3%,0%,5%
COCCn1nnnc1CN(CCc1ccccc1)Cc1cc2ccc(C)cc2[nH]c1=O,3%[38.3 µM],-23%[46.1 µM],-0.2%,32%,1%,3%,0%
O=C(Cc1ccccc1)Nc1ccccc1CO,37%[38.3 µM],-13%[46.1 µM],-2.0%,1%,-6%,2%,.
CN/C(=C/[N+](=O)[O-])NCCSCc1ccc(CN(C)C)o1,3%,1%,-2.5%,10%,-3%,10%,6%
# (more compounds)
SMILES,IMPase Li cell,NPSR antagonist,Epigenetic derep,HttQ103 aggreg,KinaseGlo FLuc,CBFb-RUNX1 inh,L3MBTL1 block
Cc1ccc(CS(=O)(=O)CCC(=O)NCc2cccs2)cc1,1%[38.3 µM],-1%[46.1 µM],-2.3%,14%,0%,0%,-6%
Clc1ccc(SCc2cc(-c3ccccc3)on2)cc1,13%,-7%[46.1 µM],0.0%,-14%,3%,?,36%[activator]
Cc1nn(-c2ccccc2)c(Cl)c1/C=N/NC(=O)c1ccc(CNc2ccccc2)o1,12%,-19%,0.0%,-3%,2%,-18%,-14%
N=c1oc2ccccc2cc1-c1nc(-c2ccc(Cl)cc2)cs1,7%,-39%,?,-8%,-1%,1%,4%
COc1ccc(S(=O)(=O)C(C#N)c2nc3ccccc3nc2N2CCCCC2)cc1 (stereo unspecified),-6%[38.3 µM],-26%[46.1 µM],0.0%,-28%,-2%,-28%,-13%
CCCc1cc(C(=O)Nc2cccnc2)no1,0%[38.3 µM],0%[46.1 µM],0.0%,18%,?,1%,-4%
N#Cc1ccc(-c2csc(-c3ccno3)n2)cc1,.,-9%,2.7%,1%[9.22 µM],.,6%,4%
O=C(COc1cccc2c1CCN(Cc1ccccc1F)C2=O)N1CCOCC1,12%,-3%,-3.8%,21%,0%,-2%,0%
NS(=O)(=O)c1ccc(NC(=O)COC(=O)c2cn(-c3ccccc3)nc2-c2ccc(F)cc2)cc1,-5%,-20%,2.7%,?,-1%,-12%,9%

# Only part of the results is shown; the hit share may differ from the screen's.
